KDM5B inh: KDM5B demethylase inhibition; KDM5B demethylase, FDH-coupled NADH fluorescence (FDH is formaldehyde dehydrogenase); Potency, µM (titrated, usually from 57.7 µM), for the others: at the highest dose activity change, negative = inhibition, actives largely listed as inhibitors; hit rate 2.6% among 220,000; active means well fitted inhibition curve with a large enough effect; inconclusive means small, poorly fitted or top-dose-only effect; inactive means no such curve, though single readings can be large or run the other way; further: 0% is about no effect; nearly all actives have a fitted effect of over 70% in size
Target sequence (Q9UGL1 whole entry, looked up): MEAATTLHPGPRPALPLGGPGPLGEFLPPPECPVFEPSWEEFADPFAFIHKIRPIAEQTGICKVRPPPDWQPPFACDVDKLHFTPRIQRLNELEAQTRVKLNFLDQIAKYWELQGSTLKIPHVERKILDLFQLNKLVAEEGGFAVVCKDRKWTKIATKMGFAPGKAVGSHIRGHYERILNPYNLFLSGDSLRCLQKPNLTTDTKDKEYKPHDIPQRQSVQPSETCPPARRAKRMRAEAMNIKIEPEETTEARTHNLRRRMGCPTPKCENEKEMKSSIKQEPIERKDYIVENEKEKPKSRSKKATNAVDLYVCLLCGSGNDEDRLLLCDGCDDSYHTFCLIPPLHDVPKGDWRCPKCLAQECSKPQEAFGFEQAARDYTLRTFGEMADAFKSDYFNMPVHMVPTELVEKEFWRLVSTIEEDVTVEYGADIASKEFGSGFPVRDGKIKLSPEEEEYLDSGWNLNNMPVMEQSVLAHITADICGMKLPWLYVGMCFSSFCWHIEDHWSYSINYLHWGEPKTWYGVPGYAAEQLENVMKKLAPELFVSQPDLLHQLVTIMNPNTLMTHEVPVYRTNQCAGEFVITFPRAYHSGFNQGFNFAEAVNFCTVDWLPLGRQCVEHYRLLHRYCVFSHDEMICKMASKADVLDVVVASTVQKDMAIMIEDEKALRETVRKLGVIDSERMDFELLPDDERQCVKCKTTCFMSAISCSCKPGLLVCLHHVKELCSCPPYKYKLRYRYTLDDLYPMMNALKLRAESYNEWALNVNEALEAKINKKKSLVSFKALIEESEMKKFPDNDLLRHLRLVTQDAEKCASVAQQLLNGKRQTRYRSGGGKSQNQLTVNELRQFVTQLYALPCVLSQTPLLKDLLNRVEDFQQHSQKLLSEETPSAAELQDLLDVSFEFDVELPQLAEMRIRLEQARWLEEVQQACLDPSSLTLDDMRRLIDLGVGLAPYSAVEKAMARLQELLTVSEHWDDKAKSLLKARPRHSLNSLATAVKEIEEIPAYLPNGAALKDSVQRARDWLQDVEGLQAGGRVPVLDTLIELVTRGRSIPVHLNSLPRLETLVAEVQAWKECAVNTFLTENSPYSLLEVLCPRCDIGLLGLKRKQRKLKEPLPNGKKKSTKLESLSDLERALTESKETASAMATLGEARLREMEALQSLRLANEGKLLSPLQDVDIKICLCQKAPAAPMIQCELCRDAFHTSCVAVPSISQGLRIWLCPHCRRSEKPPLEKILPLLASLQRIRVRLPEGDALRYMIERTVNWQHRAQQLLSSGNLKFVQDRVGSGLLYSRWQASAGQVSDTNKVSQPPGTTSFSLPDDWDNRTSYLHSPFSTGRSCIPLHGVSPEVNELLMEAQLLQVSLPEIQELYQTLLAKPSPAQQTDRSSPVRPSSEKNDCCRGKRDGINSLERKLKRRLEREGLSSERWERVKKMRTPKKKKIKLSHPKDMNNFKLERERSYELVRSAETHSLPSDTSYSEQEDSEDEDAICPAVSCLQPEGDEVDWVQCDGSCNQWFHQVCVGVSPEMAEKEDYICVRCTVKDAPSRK
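KDM5BΔAP (200 nM final) in 50 mM HEPES pH 7.5, 0.01% Tween-20 was preincubated 10 min at RT with compound over a concentration range. Substrate mix (H3K4me3 12.5 µM, α-KG 25 µM, Fe²⁺, ascorbate, NAD⁺, FDH) was added, and NADH fluorescence change over 30 min gave dose-response curves.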
Numbers without * were called inactive; ? = inconclusive; [ ] = dose if it differs, or a comment. Potency means the concentration at half of the fitted maximal effect. These rows are one share of the data, so the mix of outcomes need not match the whole.

mol | KDM5B inh
CCN(CC)S(=O)(=O)c1ccc2c(c1)N(CC(=O)Nc1ccc(F)cc1)C(=O)CO2 | -11%
CC(C)NC(=O)CON=C1c2ccccc2-c2ccccc21 | 17%
C[C@@]1(O)CCN(C(=O)c2cccc(F)c2)C[C@H]1N1CCCC1 | -27%
Cc1ccc2nc(N(Cc3cccnc3)C(=O)c3ccc4c(c3)OCCO4)sc2c1 | ?
CCCCN(CCC(=O)NCc1ccco1)C(=O)c1cc(C)oc1C | -20%
CCN(CC)c1nn2c(=O)c(C(=O)NCCc3cccc(C)c3)cnc2s1 | ?
CN1c2cc(C(=O)NCc3ccccc3Br)ccc2C(=O)N2CCCCC21 (stereo not drawn) | ?
CCC1CN(C(=O)N2CCC(C(=O)NCCCc3ccccc3)CC2)c2cc(C)ccc2O1 (stereo not drawn) | -20%
c1ccc(Nc2cc3c(cn2)NCCN(Cc2ccccn2)C3)cc1 | 35µM*
CCCC/C(O)=C1\C(=O)CCCC1=NCCc1c(C)[nH]c2ccccc12 | 11%
CNC(=O)N1CCCC(n2c(C)cnc2-c2ccncc2)C1 (stereo not drawn) | 10%
COc1ccccc1N1CCN([C@@H]2[C@H](O)[C@H](CO)O[C@@H]2CNC(=O)Nc2ccc(F)cc2F)CC1 | ?
C[C@@H](NS(C)(=O)=O)c1onc(-c2ccc(F)cc2)c1C(=O)O | ?
CC(C)(C)c1noc(CSc2cc(C(N)=O)c3ccccc3n2)n1 | ?
CC(=O)N1CCN(c2nc3c(s2)CC(C(=O)NCc2ccccc2C)CC3)CC1 (stereo not drawn) | 12%
CCN1C(=O)C(=O)N(Cc2coc(-c3ccc(C)cc3C)n2)C1=O | -12%
COc1ccc(N2CCN(S(=O)(=O)CCNC(=O)c3ccc(C(F)(F)F)cc3)CC2)cc1 | -29%
O=C(NC1CCCCCC1)C(Cc1ccccc1)n1cccc1 (stereo not drawn) | 27%
CCOC(=O)c1c(NC(=O)COc2ccc(CC)cc2)sc2c1CCCC2 | 5%
Cc1nc(CN2C(=O)OC3(CCN(C(=O)c4cccnc4)CC3)C2(C)c2ccccc2)cs1 (stereo not drawn) | -6%
COc1ccc(NC(=O)CC#N)c(C)c1 | -6%
CCc1nc(-c2c3n(c(=O)n(CC(=O)Nc4ccc(F)cc4)c2=O)CCCCC3)no1 | -10%
Cc1cccc(C(=O)NCCc2nc3ccccc3n2CCC(C)C)c1 | -17%
O=C(c1cccc(Br)c1)N(Cc1ccc2cc[nH]c2c1)C1CC1 | 15%
COCCN1CC(CO)C2(CCN(Cc3ccccc3C(F)(F)F)CC2)C1 (stereo not drawn) | ?
COc1ccc2cc([C@H](C)C(=O)NCCc3cccs3)ccc2c1 | -8%
CCCC(=O)Nc1cc(-c2ccccc2OC)[nH]n1 | -10%
Cc1csc(NC(=O)c2nc3c(o2)CCN(Cc2cccc(F)c2)CC3)n1 | -10%[86.2 µM]
COc1ccc(-n2c(=O)c3ccc(C(=O)NCc4ccc(C)cc4)cc3n(CC(=O)Nc3ccc(C)cc3)c2=O)cc1 | ?
CCCCOc1ccc(NC(=O)Cc2ccc(OC)cc2)c2cccnc12 | ?
COc1cccc([C@@H]2CCN(Cc3cn[nH]c3C(=O)O)C[C@H]2O)c1 | 5%
COc1ccc(C(=O)Oc2ccccc2Cl)cc1Br | 11%
CN(C)S(=O)(=O)N(CC(=O)NC1CCCC1)c1ccccc1 | 17%
CC(=O)N1CC(C(=O)NCc2ccccc2F)CC(c2cccc(C)c2)C1 (stereo not drawn) | -23%
CCn1nccc1C(=O)N1CCCCCCNC(=O)[C@@H]2CCCC[C@@H]21 | -26%
Cc1ccccc1N1Cc2c(NC3CCCCCC3)ncnc2N(C)CC1=O | ?
CCCNc1cc(N2CCC(CCC(=O)NCc3ccccc3Cl)CC2)ncn1 | -20%
Cc1nn(C)c2c1c(C(F)(F)F)cc(=O)n2C(C)C(=O)NCc1ccc(Cl)cc1 (stereo not drawn) | ?
O=C(NCC(O)c1ccccc1C(F)(F)F)c1cccc(-n2cnnc2)c1 (stereo not drawn) | -6%
CCCc1cc(=O)oc2cc(OCC(=O)NCc3ccc(S(N)(=O)=O)cc3)ccc12 | ?
Oc1ccccc1CNC1(Cc2cc(CN3CCOCC3)on2)COC1 | ?
O=C(O)COCC(=O)N1CC[C@H](C(=O)Nc2cc(Cl)ccc2O)C1 | -10%[86.2 µM]
Cc1cc(S(=O)(=O)N2CCOCC2)ccc1OCC(=O)Nc1ccccc1C(F)(F)F | -3%
COc1ccc(OCC(=O)N2CCN(C(=O)c3cccc(OC)c3)CC2)cc1 | -5%
C[C@H]1[C@@H]2[C@@H](O)C([C@H](C)C(=O)NCc3cccnc3)CC[C@@]2(C)CC[C@@H]1NC(=O)c1cccc(F)c1 (stereo partly drawn) | 2%
Cc1ccc(NC(=O)C(CC(C)C)NS(=O)(=O)c2ccc3c(c2)oc(=O)n3C)c(C)c1 (stereo not drawn) | -10%
CC(C)NC(=O)N1CCC2(CC1)CN(C(=O)Cc1ccccc1)CCO2 | 9%[115 µM]
CCn1cnnc1CCNC(=O)CC1C(=O)NCCN1Cc1ccccc1 (stereo not drawn) | ?
COc1ccc(CC(=O)N2CCc3c(cnc(C)c3CNC(=O)c3ccc4c(c3)OCO4)C2)cc1 | -28%
CCC[C@@H]1CN(C(=O)CNS(=O)(=O)c2cccs2)C[C@H]1NC(C)=O | -11%
O=C(NNC(=O)C1CCCCC1)c1ccc(F)cc1Cl | 9%
CCc1ccc(C(=O)N2CCC3(CC2)OCC(C(=O)NC2CC2)N3C(=O)c2cccc(C)c2)cc1 (stereo not drawn) | -21%
c1ccc([C@@H]2CNC[C@H]2COCC2CC2)nc1 | 16µM*
CNC(=O)N1CCC(C2CCN(Cc3ccccc3C#N)C2)CC1 (stereo not drawn) | -18%
CCC(C)c1ccc(OC(C)C(N)=O)cc1 (stereo not drawn) | 12%
COc1ccc2[nH]c(=O)c(CN(C)S(=O)(=O)c3ccccc3)cc2c1 | -6%
CC(OC(=O)CCc1nc2ccccc2c(=O)[nH]1)C(=O)Nc1ccc2c(c1)OCO2 (stereo not drawn) | 23%
CC(C(=O)NC(c1ccccc1)c1ccccc1)n1nc(C(=O)O)c2ccccc2c1=O (stereo not drawn) | -8%
COc1ccccc1OCCC(=O)OCC(=O)Nc1ncc(Cl)cc1Cl | -18%
Cc1ccc(S(=O)(=O)C(CNC(=O)C(=O)NCc2ccc(Cl)cc2)c2ccco2)cc1 (stereo not drawn) | -2%

(continued)
mol | KDM5B inh
Cc1ccc(C(=O)NC(O)C(=O)c2ccc(F)cc2)cc1 (stereo not drawn) | 9%
O=C(Nc1ccc(C(=O)N2CCN(c3ccccc3)CC2)cc1)c1nsc2ccccc12 | -29%
COc1ccc(-c2cc3c(ccn3C)c(C(=O)NCc3cccnc3)n2)cc1OC | 35µM*
COc1cccc2cc(S(=O)(=O)c3cccc(Cl)c3)c(=O)oc12 | 13%
COc1ccc(-c2nnc3c4ccccc4c(-c4ccccc4)nn23)cc1 | 2%
COc1ccc(NC(=O)C(C)Oc2cccc(C)c2C)c2cccnc12 (stereo not drawn) | ?
COc1ccccc1C1=NOC(C(=O)NCc2ccccc2)C1 (stereo not drawn) | 10%
Cc1nc2ncnn2c(C)c1CCC(=O)N1CCN(c2ccc(F)cc2)CC1 | -13%
CCCCn1c(SCC(=O)c2ccccc2)nc2c1c(=O)[nH]c(=O)n2C | -7%
CCN1CCN(C2(C(=O)NCCc3ccccc3)Cc3ccccc3C2)CC1 | -12%
O=C([C@@H]1C[C@H](F)CN1C(=O)c1ccsc1)N1CCCCC1 | -23%
CCn1ncc(N2CCCC(CC(=O)NC3CCN(Cc4ccccc4)CC3)C2)cc1=O (stereo not drawn) | -13%
NS(=O)(=O)c1cnccc1NCCc1ccccc1 | 23%
O=C(Cn1ccn2nc(-c3ccccc3)c(CO)c2c1=O)Nc1cccc(Br)c1 | -17%
Cc1ccc(-c2nn(CC(O)COCc3ccccc3)c(=O)c3ccccc23)cc1 (stereo not drawn) | 9%
O=C(CN1CC2CC(C1)[C@H]1CCCC(=O)N1C2)NCc1cccc(F)c1 (stereo partly drawn) | -11%
Cc1nc(C2CC(NC(=O)c3ccc(C)c(N4CCNC4=O)c3)C2)cc(=O)[nH]1 (stereo not drawn) | 13%
CC(=O)Nc1ccc(-c2ccc(=O)n3c2[C@@H]2C[C@@H](CN(C(=O)Nc4cccc(C#N)c4)C2)C3)cc1 | -4%
O=C(O)Cn1cccc(C(F)(F)F)c1=O | -4%
CCOC(=O)CNC(=O)c1cc2cccc(OCC)c2oc1=O | -25%
CCC(=O)N1CCc2cc(CNC(=O)c3ccccc3C)ccc21 | -6%
NCc1cccc(NC(=O)C2CC2)c1 | -7%
Cc1cccc(OCCC(=O)NC23CC4CC(CC(C4)C2)C3)c1 | 10%
O=C(C[C@@H]1O[C@H](CNC(=O)C2CCCC2)[C@@H](O)[C@H]1O)Nc1ccccc1 | -14%[86.2 µM]
CC(C)(C)c1ccc(NC(=O)c2c(F)cccc2Cl)cc1 | 6%
CCN1c2cc(C(=O)Nc3ccc(OC)c(F)c3)ccc2C(=O)N2CCCCC21 (stereo not drawn) | ?
C/C(=N\Nc1nc(C)cc(C)n1)c1ccc([N+](=O)[O-])cc1 | -17%
CCCNC(=O)c1ccc(Cn2c(SCC(N)=O)nc3ccccc3c2=O)cc1 | -6%
COC(=O)c1ccc(Cl)cc1NC(=O)N1CC2CCCN2c2ccccc21 (stereo not drawn) | 6%
O=C(OCC(=O)N(C1CCCCC1)C1CCCCC1)c1ccc(O)cc1 | 33%[activator]
COc1ccccc1N1CCN([C@H]2[C@@H]3OC[C@@H](O3)[C@@H](NCc3ccccc3O)[C@@H]2O)CC1 | -35%
Cc1ccc(C(=O)N2CC[C@@](C)(O)[C@@H](Cc3ccccc3)C2)cc1C | -30%
CN1CCN(Cc2nc(C3(O)CCN(C)CC3)cs2)CC1 | -14%[86.2 µM]
Cc1nc(NCCOc2ccccc2)sc1C(=O)Nc1ccccc1 | -7%
CC(C)c1cc(C(=O)N2CC[C@H](N3CCOCC3)[C@H](CCCO)C2)nc(N)n1 | -20%
O=C(CSc1nc2ccccc2s1)Nc1nc2ccccc2s1 | -2%
CCOc1cc(C(=O)Nc2cc(C(=O)OC)ccc2C)ccc1OCC(=O)N1CCOCC1 | 34%
CC(=O)Nc1ccc(C(=O)N2Cc3ccccc3OC3(CCN(C(=O)N(C)C)CC3)C2)cc1 | 19%[115 µM]
COc1ccc(NC(=O)c2cc(CN3CCCC3)on2)cc1Cl | 5%
NC(=O)c1cccnc1NCCc1cccs1 | ?
Cc1cccc(NC(=O)Cc2nc(-c3c(N)n(CC(C)C)c(=O)n(C)c3=O)cs2)c1 | -17%
COc1ccc(-c2nc3cnccn3c2NCCC(=O)N2CCCCCC2)cc1 | 28µM*
CC(NCc1nc2c([nH]1)c(=O)n(C)c(=O)n2C)c1ccccc1 (stereo not drawn) | -9%
COc1ccc(NS(=O)(=O)c2cc3c(cc2C)NC(=O)CO3)c(OC)c1 | 1%
COc1ccc(N2CC(NC(=O)COc3ccccc3)CC2=O)cc1OC (stereo not drawn) | -11%
CCOC(=O)c1cnc2c(ccc3ccccc32)c1Nc1ccc(OC)c(OC)c1 | -7%
Cc1cc(Nc2ccc(Cl)cc2)nc(N2CCOCC2)n1 | -7%
CC(=O)N(Cc1cccnc1)c1nc2ccc(F)cc2s1 | -2%
COc1ccc(C(=O)COC(=O)c2cc(-c3ccccc3)nc3c(C)cccc23)cc1 | -21%
CCOC(=O)c1cc2cc(Cl)ccc2[nH]1 | 0%
COc1ccc(F)cc1-c1ccccc1CN | -8%[149 µM]
N#Cc1ccc(-c2ccc(OCC(=O)c3ccc4c(c3)OCCCO4)cc2)cc1 | 20%
Cc1cc(C)cc(NC(=O)C2CCCCC2)c1 | 4%
C/C(=N\Nc1ccccc1Br)c1ccc(-c2ccccc2)cc1 | 8%
COc1ccc(N2CC(c3noc(-c4cccc(OC)c4)n3)CC2=O)cc1 (stereo not drawn) | -3%
Cn1c(=O)[nH]c(=O)c2c1nc(N1CCN(Cc3ccc(F)cc3)CC1)n2CCc1ccccc1 | 6%
CC(NC(=O)c1ccco1)C(=O)Nc1nc(-c2ccc3ccccc3c2)cs1 (stereo not drawn) | -32%
COC(=O)c1ccc(NC(=O)C2CC3CCC2C3)cc1 (stereo not drawn) | 19%

Quoted from the listing.
Cc1nc(NCCOc2ccccc2)sc1C(=O)Nc1ccccc1 in KDM5B inh shows -7%
CC(C)c1cc(C(=O)N2CC[C@H](N3CCOCC3)[C@H](CCCO)C2)nc(N)n1 in KDM5B inh shows -20%

Rewritten with each value named: entries from further up.
COc1ccc(C(=O)COC(=O)c2cc(-c3ccccc3)nc3c(C)cccc23)cc1
- KDM5B inh = -21%
COc1ccccc1N1CCN([C@H]2[C@@H]3OC[C@@H](O3)[C@@H](NCc3ccccc3O)[C@@H]2O)CC1
- KDM5B inh = -35%
NC(=O)c1cccnc1NCCc1cccs1
- KDM5B inh = ?
COc1ccc(N2CC(c3noc(-c4cccc(OC)c4)n3)CC2=O)cc1 (stereo not drawn)
- KDM5B inh = -3%

Screening data (PubChem BioAssay)
